High-throughput results from PubChem.
Mcl1-Noxa inh: disrupts binding of human Mcl-1 to Noxa peptide | Q07820 | TR-FRET Mcl-1/Noxa peptide binding, 2 h | inhibition, % at 21.7 µM | 1.5% of 220,000 active | AID 1022;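 active = compounds that cut the protein-peptide binding signal by more than 50% relative to plate controls in a single-dose test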;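 note: His-tagged Mcl-1 with rhodamine Noxa BH3 peptide and terbium anti-His antibody; 0% = Mcl-1 plus Noxa peptide wells and 100% = peptide-only wells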
Target sequence (Q07820 whole entry, looked up): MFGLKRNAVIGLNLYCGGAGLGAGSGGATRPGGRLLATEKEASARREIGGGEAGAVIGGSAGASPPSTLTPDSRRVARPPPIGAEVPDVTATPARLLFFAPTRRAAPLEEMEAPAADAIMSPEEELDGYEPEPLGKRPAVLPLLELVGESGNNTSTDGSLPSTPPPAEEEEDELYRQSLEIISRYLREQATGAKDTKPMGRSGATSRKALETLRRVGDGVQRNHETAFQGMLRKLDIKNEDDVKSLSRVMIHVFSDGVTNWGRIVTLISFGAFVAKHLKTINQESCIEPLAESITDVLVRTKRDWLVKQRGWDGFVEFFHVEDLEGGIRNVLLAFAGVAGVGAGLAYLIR
Cdc42 wt: human Cdc42 wildtype GTP binding change, either direction. percent activity (GTP binding), % at 10 µM. GST-Cdc42 beads, Bodipy-GTP binding, flow cytometry; actives lie on both sides. P60953. 0.2% of 190,000 active. AID 761;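 active = percent activity GTP binding at least 20 points away from the 100% baseline, either down as inhibitor or up as activator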;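 note: median bead fluorescence of bound Bodipy-FL-GTP at 100 nM; 0% = excess unlabeled GTP control and 100% = no compound control; below 100% means less GTP binding so inhibitor and above means activator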
Target sequence (P60953 whole entry, looked up): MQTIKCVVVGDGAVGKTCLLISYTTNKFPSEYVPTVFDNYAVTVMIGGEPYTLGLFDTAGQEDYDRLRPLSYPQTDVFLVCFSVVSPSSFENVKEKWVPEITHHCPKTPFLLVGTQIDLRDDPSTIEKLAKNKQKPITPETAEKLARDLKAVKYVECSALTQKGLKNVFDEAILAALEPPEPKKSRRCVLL
HRas wt GTP bind: modulators of GTP binding to human HRas wildtype; P01112; GST-Ras wt beads, Bodipy-FL-GTP binding, flow cytometry; actives lie on both sides; GTP binding activity, % at 10 µM; 0.14% of 190,000 active;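 active = GTP binding activity at least 20% away from the 100% baseline, either lowered as inhibitor or raised as activator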;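 note: 0% = unlabeled GTP competition control and 100% = no-compound control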
Target sequence (P01112 whole entry, looked up): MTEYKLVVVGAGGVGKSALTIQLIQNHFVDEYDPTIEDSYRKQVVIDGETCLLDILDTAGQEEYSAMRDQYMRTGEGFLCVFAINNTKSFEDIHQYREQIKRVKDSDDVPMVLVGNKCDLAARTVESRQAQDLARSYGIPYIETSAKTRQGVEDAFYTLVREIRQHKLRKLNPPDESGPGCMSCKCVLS
Rab7 wt modul: alters GTP binding to wildtype dog Rab7 | 0.055% of 190,000 active | GTP binding activity (percent of control), % at 10 µM | GST-Rab7 beads, fluorescent GTP binding, flow cytometry; actives lie on both sides; untreated = 100%, excess cold GTP = 0% | AID 758;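 active = fluorescent GTP binding to Rab7 beads changed by at least 20 points from the 100% baseline, either direction, mostly lower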;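 note: median green fluorescence of bound Bodipy-FL-GTP per Rab7 bead population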
Rac1 mut GTP: alters GTP binding to activated mutant human Rac1; GST-Rac1 activated beads, fluorescent GTP binding, flow cytometry; actives lie on both sides; 100% means binding = to untreated wells; 0.11% of 190,000 active; P63000; percent activity (GTP binding), % at 10 µM; AID 764;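 active = GTP binding at least 20 percentage points away from the 100% baseline, in either direction, so actives lie on both sides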
ABCG2 block: blocks JC-1 efflux by human ABCG2 transporter; 0.1% of 190,000 active; Q9UNQ0; inhibition, % at 6.6 µM; IgMXP3 cells, flow cytometry;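 active = inhibition above 80%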;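 note: 0% = DMSO and 100% = nicardipine control wells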
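System: two drug-resistant human cell lines, ABCG2 and ABCB1; controls: nicardipine high and DMSO low controls; times: 10 min exposure at 25 °C with rotation, no wash; detection: flow cytometry of retained JC-1 fluorescence; read-out basis: percent efflux inhibition, scaled nicardipine 100% to DMSO 0%; doses: one concentration, 6.6 µM final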
Rac1 wt modul: modulators of human Rac1 wildtype GTP binding; P63000; GST-Rac1 beads, fluorescent GTP binding, flow cytometry; actives lie on both sides; 0 = cold GTP competed, 100 = untreated; GTP binding activity (% of control), % at 10 µM; 0.27% of 190,000 active; AID 757;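 active = GTP binding activity at least 20 points away from the 100% control level, either lower or higher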
Rab2A wt mod: changes GTP binding to wildtype dog Rab2A, up or down; GST-Rab2 wt beads, Bodipy-GTP binding, flow cytometry; GTP binding activity, % at 10 µM; 0.19% of 190,000 active; AID 760;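 active = GTP binding activity at least 20 points away from 100%, either lowered or raised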;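 note: 0% = beads with excess unlabeled GTP and 100% = no-compound control corrected for plate trend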
Pf gametocyte: inhibitors of late stage P. falciparum gametocyte viability; inhibition, % at 10.9 µM; P. falciparum stage V gametocytes, ATP luminescence, 24 h; 0.065% of 150,000 active; AID 743093;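 active = inhibition above the mean plus 3 SD of compounds within the control limits, set per campaign, cut at about 38% in these data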;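 note: 0% = DMSO wells and 100% = medium only without gametocytes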
Avidin fluor: avidin bead compound fluorescence profile; fluorescence (KMESF) at 10 µM; Avidin beads, compound fluorescence 488/530 nm, flow cytometry; hits give high values; AID 1775; 0.38% of 220,000 active; in the data active = fluorescence above about 47; note: inactives centre near 10
ABCB1 inh: blocks JC-1 efflux by human ABCB1 transporter | inhibition, % at 6.6 µM | 0.067% of 190,000 active | CCRF-Adr cells, flow cytometry; in the data active = inhibition above about 40%;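 note: 0% = vehicle and 100% = reference inhibitor; higher value means more JC-1 retained so stronger ABCB1 efflux block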
* marks the source's active call; other numbers are inactive results; x = not tested or not shown.

Every second line gives: Mcl1-Noxa inh	Cdc42 wt	HRas wt GTP bind	Rab7 wt modul	Rac1 mut GTP	ABCG2 block	Rac1 wt modul	Rab2A wt mod	Pf gametocyte	Avidin fluor	ABCB1 inh
1	O=C(NCc1ccccc1)c1cccc(COc2ccc(Cl)cc2)c1
    10	104	104	104	101	4	103	104	x	7	1.2
2	N#C/C(=C\c1cc([N+](=O)[O-])ccc1Cl)C(N)=O
    0	96	98	97	97	5	99	95	x	12	0.4
3	Cc1ccc2c(Cl)cc(Cl)c(OCC(=O)NC(=O)NCc3ccco3)c2n1
    0	98	97	95	98	1	98	98	x	3	0.4
4	Cc1ccccc1CSc1nnc(-c2cccs2)n1Cc1ccco1
    2	97	98	98	94	2	94	94	10	35	0.7
5	CCC(=O)N1CCN(c2ccccc2NC(=O)c2ccc(-c3cccc([N+](=O)[O-])c3)o2)CC1
    33	96	96	97	96	21	103	93	2	15	16
6	COCCN(Cc1cn(C)nc1-c1ccccc1F)C(C)C
    14	96	97	97	95	13	97	97	0	9	2.3
7	CN1CCN(NC(=S)NC(C)(C)CC(C)(C)C)CC1
    -17	96	92	95	100	0	94	94	x	26	0.1
8	COc1ccc(NC(=O)c2c(NC(=O)CNCc3ccco3)sc3c2CCC3)c(OC)c1
    13	92	97	102	94	14	88	99	x	6	3.2
9	COc1ccc(-c2csc(Nc3cccnc3)n2)cc1
    -6	99	101	102	100	8	102	100	x	7	0.4
10	COc1ccc(OC)c(NC(=O)CCCN2C(=S)NC(C)(C)CC2C)c1 (stereo unspecified)
    3	102	100	98	100	5	106	101	-4	6	-0.4
11	Clc1cccc(-c2ccnc3nc(-n4cccc4)nn23)c1
    12	101	100	101	100	15	105	98	x	26	0.3
12	COc1ccc(Cn2cccc(NC(=O)Nc3cccc(C#N)c3)c2=O)cc1
    5	103	102	101	100	2	102	101	x	36	0.2
13	OCC1(Cc2ccccc2)CCN(Cc2ccccn2)CC1
    -12	101	99	95	96	1	101	100	1	13	0.5
14	Cc1ccc(NC(=O)c2ccc(NCCN)c([N+](=O)[O-])c2)cc1
    27	103	95	100	100	-3	100	99	4	2	-0.5
15	CC1(C)CC(=O)C2=C(C1)c1c(ccc3ccccc13)NC2c1ccco1 (stereo unspecified)
    13	97	95	94	95	x	97	96	3	1	x
16	CN(c1ccc(C(=O)Nc2ccccc2C(F)(F)F)cc1)S(C)(=O)=O
    -10	97	95	99	99	7	99	99	x	9	6.4
17	COc1ccc(CNC(=O)C(c2ccncc2)N(C(=O)Cc2cccs2)c2ccccc2C)cc1 (stereo unspecified)
    4	99	101	97	97	3	99	97	x	8	2.9
18	COc1cccc(-n2c(SCC(=O)Nc3nccs3)nnc2-c2ccoc2C)c1
    0	98	98	99	97	8	104	99	-34	5	2.0
19	CS(=O)(=O)N1CCN(C/C=C/c2ccccc2)CC1
    -5	100	102	100	98	1	98	100	x	17	0.4
20	C=CCc1ccc(OCCOc2ccc(/C=N/n3cnnc3)cc2OCC)c(OC)c1
    46	104	103	101	100	6	106	102	-11	4	0.8
21	O=c1c2c(-c3ccccc3)csc2ncn1/N=C/c1ccc(O)c([N+](=O)[O-])c1
    4	92	91	94	92	13	99	92	x	7	0.5
22	O=C(c1ccco1)N1N=C(c2cccs2)CC1c1ccc(F)cc1 (stereo unspecified)
    11	98	100	93	99	3	98	100	21	32	0.7
23	CSCCOC(=O)C1=C(C)NC(=O)CC1c1ccccc1Cl (stereo unspecified)
    13	100	100	102	99	1	102	98	-34	43	0.5
24	COC(=O)c1ccc(-n2cnc(Cl)n2)c(F)c1
    -10	103	103	104	99	2	102	102	-13	7	0.1
25	CC1(C)CC(=O)c2c(nn(-c3ccccc3)c2N)C1
    -3	106	105	105	104	0	108	101	x	8	0.0
26	COCCn1c(CN2CCN(c3ccc(F)cc3)CC2)nc2c1c(=O)n(C)c(=O)n2C
    6	98	96	93	93	1	96	97	x	7	0.8
27	CCCCC(=O)Nc1ccc2c(c1)nc(CCN1CCOCC1)n2C
    -3	97	98	102	97	1	94	97	x	37	0.2
28	c1ccc2c(c1)N1CCN=C1N2CCN1CCCCC1
    -7	95	96	95	95	-2	99	95	11	10	-0.5
29	CSc1cccc(NC(=S)N(CCCN2CCCC2)Cc2cccn2Cc2ccc(Cl)cc2)c1
    10	102	105	105	104	2	111	107	2	18	1.3
30	Oc1ccc(CNc2ccccc2)c2cccnc12
    -28	98	100	96	97	0	97	96	x	20	-0.2
31	N#CC1=C(N)Oc2c(oc(CO)cc2=O)C1c1cccs1 (stereo unspecified)
    13	103	101	101	97	2	103	100	x	7	0.2
32	Cc1cc(=O)[nH]c(SCC(=O)N2CCN(S(=O)(=O)c3ccccc3)C2)n1
    1	92	95	105	96	-3	100	103	-2	8	-0.5
33	O=C(CCC(=O)OCC(=O)c1ccccc1)NC1CCCCC1
    9	102	102	98	99	2	99	101	x	7	0.2
34	COc1ccccc1Nc1nc(N)nc(CSC(=S)N2CCC(C)CC2)n1
    6	99	101	103	101	5	101	101	20	4	1.4
35	Cc1ccc(-c2nc(-c3ccccc3)no2)c(Cl)c1
    9	97	98	99	97	1	102	97	x	6	0.7
36	COc1ccc(Br)cc1/C=N/NC(=O)CNC(=O)/C=C/c1ccccc1
    7	103	101	102	96	0	102	100	2	34	-0.3
37	O=C(CCC1COc2ccccc2O1)N1CCCC1 (stereo unspecified)
    -11	96	96	94	96	4	93	93	-25	8	0.7
38	Cc1cc(Cl)n2nc(C)c(-c3ccc(Cl)cc3)c2n1
    2	94	96	92	97	6	96	94	-9	26	1.2
39	COc1ccccc1N(CC(=O)NCCC1=CCCCC1)S(=O)(=O)c1ccccc1
    5	95	99	99	96	13	103	97	4	12	2.9
40	CCSc1nc(-c2ccccc2)nc(C(Cl)Cl)n1
    4	99	99	96	99	-9	100	99	7	17	-1.4
41	Cc1nc2c(C(=O)N3CCN(C)CC3)cnn2c(C)c1Cc1ccc(Cl)cc1
    1	102	101	99	101	11	104	99	0	14	0.8
42	Cc1nnc(N/N=C/c2ccc([N+](=O)[O-])cc2)n1N
    3	98	97	94	94	0	98	97	4	22	0.1
43	OC(c1ccc2c(c1)OCO2)c1nccc2ccccc12 (stereo unspecified)
    -3	106	104	98	101	2	103	104	0	7	0.5
44	C=CCOC(=O)c1sc(NC(=O)c2ccco2)nc1C
    10	105	103	104	101	4	103	103	x	17	0.0
45	Cc1ccc(COn2c(-c3ccc(Cl)cc3Cl)nc3ncccc32)cc1
    15	95	96	95	94	3	98	94	x	5	1.3
46	COc1ccc(-c2nc(C(N)=O)c3[nH]c(=O)n(-c4ccccc4OC)c3n2)c(OC)c1
    -7	95	98	97	97	1	93	98	x	17	-1.0
47	Cc1ccc2c(c1)N(CCC(=O)NC(C)C)C(=O)CO2
    1	105	103	101	100	3	109	103	x	9	0.7
48	COc1ccc(N(CC(=O)Nc2cccc(N(C)S(C)(=O)=O)c2)S(=O)(=O)c2ccccc2)cc1Cl
    2	93	95	95	95	-1	96	95	19	2	-0.7
49	Cc1nc2ccccc2n1CCOc1ccc([N+](=O)[O-])cc1
    -2	95	95	102	93	3	96	99	9	11	2.0
50	Cc1cccc(N2CCN(C(=S)Nc3ccc4nc(N5CCN(C)CC5)cc(C)c4c3)CC2C)c1 (stereo unspecified)
    25	92	93	99	92	1	92	99	-10	8	-0.5
51	COc1ccc(NC2CS(=O)(=O)CC2NCc2ccco2)cc1 (stereo unspecified)
    14	103	98	100	98	5	105	100	x	23	-0.2
52	O=C(CCN1C(=O)c2ccc([N+](=O)[O-])cc2C1=O)Nc1cccc(O)c1
    4	104	100	96	101	0	106	100	9	12	-0.2
53	COC(=O)Cn1cnc2ccccc2c1=O
    15	98	96	98	96	1	101	93	5	7	0.6
54	Cc1ccc(N2CC(C(=O)NCc3ccccn3)CC2=O)cc1 (stereo unspecified)
    -8	96	99	101	98	2	98	99	x	9	0.5
55	CCOc1ccccc1NC(=O)c1ccc2nccnc2c1
    7	104	101	102	102	1	107	102	x	6	0.4
56	N#Cc1ncn(-c2ccc(Oc3ccccc3)cc2)c1N
    -4	97	98	109	95	12	100	99	-19	13	0.1
57	O=c1[nH]c2cccc(Cl)c2n(CCNc2ncc(C(F)(F)F)cc2Cl)c1=O
    15	94	95	96	92	1	94	94	-14	37	0.1
58	c1csc(C2Nc3ccccc3-c3nc4ccccc4n32)c1 (stereo unspecified)
    17	97	98	100	99	22	100	98	22	18	1.7
59	CC(C)C1OC2c3cccc4cccc(c34)C2N1c1ccccc1 (stereo unspecified)
    -7	95	99	99	95	-3	97	96	7	13	-1.5
60	Cc1cccc2cc(CN(Cc3ccco3)C(=O)c3cccs3)c(=O)[nH]c12
    1	102	102	100	99	9	102	102	x	17	4.0

Going on with the list.
Every second line gives: Mcl1-Noxa inh	Cdc42 wt	HRas wt GTP bind	Rab7 wt modul	Rac1 mut GTP	ABCG2 block	Rac1 wt modul	Rab2A wt mod	Pf gametocyte	Avidin fluor	ABCB1 inh
61	COCCn1c(SCC(=O)Nc2cc(C)on2)nnc1-c1ccco1
    -4	104	103	99	102	2	110	103	9	34	0.1
62	CN(C)c1ccc(/C=C(/C#N)C(=O)NCc2ccccc2)o1
    -23	97	100	98	98	-1	102	101	22	11	-0.2
63	NC(=O)c1ccc(C(F)(F)F)n(Cc2ccc(Cl)cc2)c1=O
    -3	97	98	102	97	41	98	99	0	21	-1.1
64	Cc1ccc(S/C=C\C(=O)c2ccccc2)cc1
    1	96	98	100	96	1	100	97	1	11	0.1
65	O=C(COc1nc2ccccc2nc1N1CCOCC1)N1CCc2ccccc21
    -22	107	109	107	99	2	105	106	1	14	0.7
66	Cc1ccc2c(c1)CC1(CN2C)C(=O)OC(C)(C)OC1=O
    6	100	97	99	97	1	102	100	x	22	0.1
67	COc1ccc(OCC(=O)NNC(=O)C(=O)N2CCCC2)cc1
    -3	105	101	105	100	12	107	100	-19	6	0.3
68	CC(=O)N1CCN(S(=O)(=O)c2c(F)cc(F)c(Cl)c2F)CC1
    11	96	96	94	93	-1	96	95	-7	10	0.0
69	CCOC(=O)CNC(=O)c1cn(CC)c(=O)c2cc(OC)c(OC)cc12
    9	100	100	102	99	1	101	100	x	6	0.1
70	COc1cc(-c2cc(N3C(=O)Nc4ccccc4N3O)n[nH]2)cc(OC)c1OC
    32	102	101	102	99	12	103	99	x	4	2.8
